Compound activity as filed in PubChem.
Growth percent in the NCI-60 one-dose screen (48 h, 10 µM unless noted): 100 = growth as untreated, 0 = no growth, -100 = all killed.
ACHN: ACHN renal cancer | AID 1794771 | actives 4.9% (n = 81,000)
OVCAR-3: OVCAR-3 ovarian cancer; actives 7% (n = 79,000)
RXF 393: RXF 393 renal cancer cells; actives 6.9% (n = 77,000); AID 1794773
OVCAR-4: OVCAR-4 ovarian cancer cells; AID 1794784; actives 3.7% (n = 80,000)
CAKI-1: CAKI-1 renal cancer. actives 4.7% (n = 75,000). AID 1794772
OVCAR-5: OVCAR-5 ovarian cancer; actives 2.9% (n = 82,000)
A498: A498 renal cancer cells | actives 5.4% (n = 76,000) | AID 1794774
OVCAR-8: OVCAR-8 ovarian cancer. actives 4.4% (n = 81,000). AID 1794782
Active calls of the source: *; x = not tested or not shown; & = joins results of further samples. The calls were made as follows: active = growth percent below 10; inactive = the rest. The list is partial, so the mix of outcomes need not match the whole.

Values run as follows: RXF 393 | OVCAR-4 | CAKI-1 | A498 | OVCAR-5 | ACHN | OVCAR-8 | OVCAR-3
[1] CC(O)c1cccc(Br)c1 (stereo unspecified)
    130 | 100 | 95 | 91 | 112 | 118 | 108 | 110
[2] Nc1ccc(N)cc1 (tested in a mixture with another compound)
    110 | 96 | 101 | 95 | 95 | 99 | 98 | 116
[3] N/N=C(N)/C(N)=N/N
    104 | 112 | 102 | 116 | 112 | 106 | 102 | 114
[4] CCCCCCCC[N+](C)(CCCCCCCC)CCCCCCCC
    -100* | -94* | -99* | -100* | -100* | -94* | -100* | -100*
[5] O=C1C2CCC1C(N1CCCC1)CC2 (stereo unspecified)
    104 | 106 | 98 | 92 | 101 | 102 | 96 | 106
[6] CN(C)c1ccc(C=C2C(=O)NC(=S)NC2=O)cc1
    88&103 | 107&110 | 89&88 | 164 | 111&93 | 119&101 | 91&106 | 116&111
[7] NC(=O)c1c(Br)c(Br)c(Br)c(Br)c1C(=O)O (tested in a mixture with another compound)
    112&106 | 94 | 97&93 | 113&113 | 97&95 | 101&93 | 97&97 | 112&111
[8] c1ccc2c(c1)-c1cccc3cccc-2c13
    100 | 88 | 103 | 97 | 98 | 117 | 104 | 125
[9] Cc1cc([N+](=O)[O-])ccc1S(=O)(=O)F
    116 | 104 | 124 | 101 | 109 | 106 | 108 | 105
[10] N#C/C=C/C#N
    115 | 103 | 101 | x | 101 | 109 | 107 | 131
[11] O=NN(CC(=O)O)Cc1ccccc1
    109 | 112 | 102 | x | 93 | 106 | 100 | 114
[12] C#CC1(O)CCC(C(C)(C)C)CC1 (stereo unspecified)
    115 | 116 | 110 | 99 | 105 | 104 | 95 | 103
[13] O=C(CF)NC(Cc1c[nH]c2ccccc12)C(=O)O (stereo unspecified)
    109 | 104 | 93 | x | 104 | 100 | 95 | 110
[14] Oc1c(Br)cc(Br)cc1Br.[Cu+2]
    109 | 87 | 104 | 106 | 120 | 105 | 103 | 109
[15] CCNC(C)Cc1ccccc1 (stereo unspecified)
    111 | 106 | x | 116 | 87 | 96 | 98 | 105
[16] Nc1ncnc2c1c(C(=O)NO)cn2C1OC(CO)C(O)C1O (stereo unspecified)
    -27* | 0.6* | -23* | -30* | 16 | -15* | -20* | -49*
[17] CO[C@@H]([CH2][Hg][O]C(=O)c1ccccc1)[C@@H]([CH2][Hg][O]C(=O)c1ccccc1)OC
    114 | 94 | 94 | 117 | 111 | 99 | 84 | -93*
[18] CC12CC=CCC1CCC1C2CCC2(C)C(c3ccc(=O)oc3)CCC12O (stereo unspecified)
    -47* | -48* | -57* | -23* | -81* | -90* | -42* | -77*
[19] C=C[Si]12OCCN(CCO1)CCO2
    116 | 114 | 97 | 103 | 106 | 97 | 108 | 112
[20] COC(=O)CN(C)P(=O)(N1CC1)N1CC1
    99 | 110 | 101 | 96 | x | 116 | 111 | 107
[21] CNC(=O)Oc1cccn(C(=O)NC)c1=O
    110 | 114 | 103 | 109 | 85 | 99 | 103 | 96
[22] COc1ccc(CNC(=O)CN2CCCC2=O)cc1
    93 | 109 | 97 | 89 | 96 | 95 | 109 | 107
[23] Cc1cc(C)c(CCN(C)C)c(C)c1C
    183&105 | 99&101 | 108&103 | 157&107 | 105&103 | 85&102 | 114&100 | 97&105
[24] CC1=C[C@@]2(C)[C@@H](CC[C@@H]3[C@@H]2CC[C@]2(C)[C@@H](O)CC[C@@H]32)CC1=O
    106&98 | 96 | 95&79 | 97&92 | 94&93 | 103&94 | 83&96 | 90&104
[25] O=C1CC(=O)N(c2ccccc2)C(=O)N1
    105 | 104 | 104 | 92 | 91 | 111 | 102 | 116
[26] [N-]=[N+]=CC(=O)OCC(N)C(=O)O (stereo unspecified)
    x | 42 | 26 | 57 | 41 | 36 | 32 | 39
[27] CCCC(C)C1(CC)C(=O)NC(=S)NC1=O (stereo unspecified)
    104 | 114 | 89 | 92 | 99 | 102 | 97 | 113
[28] CC1CCCCC12C(=O)NC(=O)NC2=O (stereo unspecified)
    105&112 | 108&105 | 98&100 | 103&82 | 105&104 | 101&109 | 100&112 | 99&115
[29] CCC(C)C1(CC)C(=O)NC(=S)NC1=O (stereo unspecified)
    104 | 105 | 98 | 105 | 87 | 102 | 107 | 92
[30] NC(=O)CNc1ccc([As]=[As]c2ccc(NCC(N)=O)cc2)cc1 (stereo unspecified)
    32 | 61 | 12 | 58 | 75 | 71 | 61 | -42*

Values run as follows: RXF 393 | OVCAR-4 | CAKI-1 | A498 | OVCAR-5 | ACHN | OVCAR-8 | OVCAR-3
[31] Nc1nc2c(ncn2[C@@H]2O[C@H](CSP(=O)(O)O)[C@@H](O)[C@H]2O)c(=O)[nH]1
    118 | 98 | 95 | 116 | 107 | 91 | 99 | 107
[32] Cc1ccc(N2CCN(CCC#N)CC2)cc1
    88 | 110 | 87 | 137 | 92 | 101 | 97 | 106
[33] COc1ccc(NN)cc1
    127 | 115 | 79 | 114 | 89 | 90 | 97 | 110
[34] Clc1ccc(Cn2c(-c3cscn3)nc3ccccc32)cn1
    120 | 103 | 95 | 110 | 102 | 106 | 106 | 98
[35] CCCCCCc1cc(O)c2c3c(c(=O)oc2c1)CCC(C)C3 (stereo unspecified)
    95 | 95 | 91 | 80 | 83 | 88 | 98 | 108
[36] C/C(=C\c1ccccc1)[N+](=O)[O-]
    117 | 108 | 100 | 75 | 109 | 104 | 96 | 109
[37] c1ccc([As]=[As]c2ccccc2)cc1 (stereo unspecified)
    -80* | 7.1* | -51* | -49* | -7.9* | -99* | -22* | -93*
[38] COC(=O)c1ccc(OC)c(OC)c1
    x | 123 | 105 | 88 | 107 | 106 | 104 | 112
[39] Nc1ccc(-c2ccc(N)cc2)cc1
    x | 104 | 98 | 120 | 112 | 101 | 120 | 107
[40] CCOP(=O)(OCC)ON1C(=O)c2cccc3cccc(c23)C1=O
    111 | 117 | 105 | 89 | 108 | 83 | 90 | 110
[41] O=C(CCl)c1ccc(O)cc1
    113 | 91 | x | 99 | 105 | x | 81 | 59
[42] O=C(O)c1ccc(Cl)nc1
    x | 95 | 100 | 99 | 102 | 99 | 97 | 120
[43] CNC(=O)Oc1ccc(Cl)cc1SSc1cc(Cl)ccc1OC(=O)NC
    107 | 75 | 97 | 98 | 121 | 87 | 79 | 55
[44] CNC(C)(C)Cc1ccccc1
    92 | 109 | 97 | 86 | x | x | 104 | 103
[45] CC(=O)[C@H]1CC[C@@]2(O)[C@@H]3CCC4=CC(=O)CC[C@]4(C)[C@H]3CC[C@]12C
    117 | x | 96 | 99 | 107 | 101 | 106 | 115
[46] C[n+]1c(/C=C/c2ccc(N(CCCl)CCCl)cc2)sc2ccccc21
    86 | 73 | 99 | 85 | 103 | 79 | 30 | 26
[47] OCC1CN1C1CCCCC1 (stereo unspecified)
    117 | 113 | 115 | 71 | 94 | 101 | 107 | 126
[48] N#CC(C#N)=Cc1ccc(C#N)cc1
    109 | 106 | 96 | 96 | 117 | 108 | 104 | 112
[49] C[C@@]1(CCCCCCCCCc2ccc(O)cc2)C[C@]2(C)OC(=O)C[C@@H]2OO1
    120 | 86 | 65 | 104 | 95 | 65 | 94 | 126
[50] ClCCN(CCCl)c1ccc(/C=C/c2ccccc2)cc1
    102 | 95 | 98 | 104 | 101 | 97 | 95 | 94
[51] C[C@H]1C[C@@H]2[C@H](CC[C@]3(C)C(=O)CC[C@@H]23)[C@H]2CCC(=O)C=C12
    x | 107 | 98 | 100 | 92 | 102 | 99 | 104
[52] S=C1NP(=S)(S)Nc2ccccc21 (stereo unspecified)
    115 | 118 | 87 | x | 101 | 102 | 105 | 103
[53] COCOC1CCC2C3CCC4=CC(=O)CCC4=C3C=CC12C (stereo unspecified)
    114 | 100 | x | x | 116 | 103 | 103 | 118
[54] CN1CCN(C(=O)COc2ccc(C=C3C(=O)NC(=O)NC3=O)cc2)CC1
    124 | 112 | 99 | 83 | 107 | 107 | 105 | 109
[55] CCCCCCCCCCCCCCCCCCOc1ccccc1COP(=O)(O)OOCC[N+](C)(C)C
    -65* | 35 | 1.6* | 53 | 41 | 8.9* | -31* | -29*
[56] Cc1cc(O)ccc1Cl
    106&111 | 111&100 | 108&99 | 82&123 | 112&100 | 110&102 | 101&113 | 107
[57] Cc1ccc(C(Cc2ccccc2)N2CCCC(C)C2)cc1 (stereo unspecified)
    119 | 89 | 95 | 64 | 75 | 91 | x | 98
[58] CC[C@@]1(O)C[C@H](OC2CC(N(C)C)C(O)C(C)O2)c2c(O)c3c(c(O)c2[C@H]1OC1CC(N(C)C)C(O)C(C)O1)C(=O)c1cccc(O)c1C3=O (stereo partly specified)
    0.5* | -57* | -9.2* | -68* | -21* | -31* | x | 1.1*
[59] O=C1NC(=O)C(C2CCCCCC2)C(=O)N1
    114 | 107 | 106 | 93 | 109 | 110 | 110 | 117
[60] Cc1cc(N)ccc1N
    103 | 104 | 98 | 79 | 96 | 97 | 96 | 102

Record cards, as listed above. Screens in order: RXF 393, OVCAR-4, CAKI-1, A498, OVCAR-5, ACHN, OVCAR-8, OVCAR-3
Results for ClCCN(CCCl)c1ccc(/C=C/c2ccccc2)cc1 = 102, 95, 98, 104, 101, 97, 95, 94
Results for CC12CC=CCC1CCC1C2CCC2(C)C(c3ccc(=O)oc3)CCC12O (stereo unspecified) = -47*, -48*, -57*, -23*, -81*, -90*, -42*, -77*
Results for CCC(C)C1(CC)C(=O)NC(=S)NC1=O (stereo unspecified) = 104, 105, 98, 105, 87, 102, 107, 92
Results for NC(=O)CNc1ccc([As]=[As]c2ccc(NCC(N)=O)cc2)cc1 (stereo unspecified) = 32, 61, 12, 58, 75, 71, 61, -42*
Results for COc1ccc(NN)cc1 = 127, 115, 79, 114, 89, 90, 97, 110

Later entries
Values run as follows: RXF 393 | OVCAR-4 | CAKI-1 | A498 | OVCAR-5 | ACHN | OVCAR-8 | OVCAR-3
[61] CCCCn1cc(C(=O)/C(C#N)=C/c2cc3cc(C)ccc3nc2Cl)c2ccccc21
    x | 102 | 78 | 101 | 99 | 93 | 95 | 95
[62] c1cc2c(cc1C1(N3CCCC3)CCCCC1)OCO2
    113 | 97 | 95 | 111 | 94 | 103 | 103 | 99
[63] O=C1NC(=S)NC(=O)C1Cc1ccccc1O
    108 | 92 | 94 | 69 | 100 | 99 | 110 | 100
[64] CC(C)CCS(=O)(=O)C(c1ccccc1)c1ccccc1
    102 | 89 | 90 | 76 | 92 | 102 | 108 | 95
[65] Cc1cc(N(CCCl)CCCl)ccc1/C=N\NC(=O)c1ccncc1
    92 | 89 | 33 | -95* | 55 | 74 | 62 | 91
[66] Cc1ccc(O)cc1C
    104 | 107 | 104 | 95 | 115 | 112 | 103 | 104
[67] NCCc1c[nH]c2ccccc12
    x | 106 | 94 | 123 | 94 | 93 | 96 | 97
[68] COc1ccc(C(Cc2ccccc2)NC(C)C)cc1 (stereo unspecified)
    99 | 103 | 98 | 73 | 100 | 103 | x | 102
[69] CCNC1(c2ccc3c(c2)OCO3)CCCCC1
    107 | 93 | 92 | 85 | 96 | 100 | 97 | 102
[70] Clc1ccc(NC2=NCCS2)cc1Cl
    x | 96 | 99 | 104 | 102 | 100 | 113 | 100
[71] C[N+](C)(C)Cc1ccccc1
    107 | 118&104 | 68&101 | 105&104 | 93&97 | 107&95 | 100 | 121&115
[72] O=P(O)(O)c1ccccc1
    101 | 112 | 115 | 119 | 107 | 108 | 90 | 118
[73] COc1ccc(OC)c(NC2=N[C@]34CC(=O)CC[C@]3(C)[C@H]3CC[C@]5(C)C(=O)CC[C@H]5[C@@H]3C[C@@H]4S2)c1
    106 | 78 | 82 | 99 | 90 | 79 | 82 | 75
[74] Oc1ccc(Br)cc1CN1CCN(Cc2cccc(F)c2)CC1
    101 | 85 | 79 | 99 | 111 | 80 | 85 | 95
[75] CN1CCc2cc3c(cc2C1O)OCO3 (stereo unspecified)
    114&88 | 108 | 95&87 | 98&121 | 94&95 | 101&100 | 109&102 | 105&17
[76] CCCCCN(CCCCC)CC(O)c1cc(Cl)ccc1OC (stereo unspecified)
    31 | 43 | 29 | 37 | 54 | 44 | 63 | 29
[77] COc1ccc(C(=O)c2ccc([As]=O)cc2)cc1 (stereo unspecified)
    -100* | -91* | -99* | -100* | -84* | -92* | -84* | -40*
[78] CCC1C(=O)NC(=O)NC1=O
    98 | 107 | 104 | 95 | x | 105 | 100 | 107
[79] NCCc1ccc(N)cc1
    104 | 94 | 97 | 105 | 97 | 99 | 94 | 103
[80] CC12CCC3C(CCC4=CC(=O)CCC43CF)C1CCC2=O (stereo unspecified)
    68 | 99 | 111 | 111 | 118 | 120 | 94 | 119
[81] CC(=O)O[C@H](C[C@H](C(C)C)N(C)C(=O)[C@@H](NC(=O)[C@H]1CCCCN1C)C(C)(C)C)c1nc(C(=O)N[C@@H](Cc2ccccc2)C[C@H](C)C(=O)O)cs1
    40 | 42 | x | -6.5* | 32 | 29 | 8.7* | -15*
[82] CCOP(=O)(OCC)C(C#N)OC(C)(C)C (stereo unspecified)
    105 | 124 | 105 | 101 | x | 116 | 103 | 102
[83] O=C(OCC(Cl)(Cl)Cl)OCC(Cl)(Cl)Cl
    139 | 129 | 87 | x | 103 | 106 | 108 | 116
[84] O/N=C/c1ccc2c(c1)OCO2
    122 | 115 | 96 | 100 | 89 | 100 | 110 | 103
[85] CC1(C)N=C(N)N=C(N)N1c1cccc(CCCCc2ccc(Cl)c(S(=O)(=O)F)c2)c1
    x | 50 | x | 86 | 50 | 88 | 19 | 47
[86] O=C1NC(=O)C(F)C(O)N1 (stereo unspecified)
    100 | 107 | 94 | 94 | 104 | 102 | 95 | 99
[87] CC(=O)O[C@H]1CC[C@@]2(C=O)C(=CC[C@@H]3[C@@H]2CC[C@]2(C)C(=O)CC[C@@H]32)C1
    115 | 101 | 92 | 86 | 103 | 100 | 96 | 114
